PLAP inhibitors HTS = inhibition of human placental alkaline phosphatase – biochemical, luminescence, HTS (AID 690); purified PLAP, luminescent substrate; higher % means a stronger effect; 96,000 tested, 0.08% active; inhibition, % at 20 µM, or IC50 in µM where a hit was titrated; in the data active = a potency from the dose series; inactive = the rest, 99 in 100 with inhibition below about 30%; note: strong numbers were not always called active
IL1B NFkB pot = enhances IL-1B driven NFkB nuclear translocation. 94,000 tested, 0.3% active. HUVEC IL-1B NFkB p65 nuclear translocation imaging. activation, % at 2 µM. AID 819;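 active = activation above 40%, about the mean plus 3 SD, also judged a hit on visual image review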;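 note: percent activation is computed from the nuclear over cytoplasmic p65 intensity ratio; values of inactives mirror those of a sister screen read the other way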
Bcl-B displacement = displacers of TR3 peptide from Bcl-B, primary screen, selectivity assay for Bfl-1 inhibitor project, biochemical, fluorescence polarization; FP displacement of FITC-TR3 peptide from Bcl-B; higher % means a stronger effect; displacement, % at 20 µM, or IC50 in µM where a hit was titrated; 96,000 tested, 0.11% active;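 active = displacement above 50% at 20 µM plus a fluorescence interference ratio under 1.5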;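 note: plate controls were wells without compound for no effect and wells lacking Bcl-B protein for full effect; a part of the inactive calls stands beside numbers as strong as those of hits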
MRP reversal = MRP-mediated drug resistance reversal. differential viability (reversal), % at 10 µM. H69AR cells + 2 uM doxorubicin, CellTiter-Glo, 72 h. 85,000 tested, 0.04% active. AID 602;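 active = viability drop by adding the cancer drug above about 55%, with treated viability meeting a 40% cutoff, limit read from the data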;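 note: viability without doxorubicin minus viability with 2 µM doxorubicin for each compound; larger differential means the compound sensitizes cells more to doxorubicin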
IL1B NFkB inh = blocks IL-1B driven NFkB nuclear translocation in HUVEC cells | HUVEC IL-1B NFkB p65 nuclear translocation imaging | 94,000 tested, 0.43% active | inhibition, % at 2 µM;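 active = inhibition above about 30% together with a positive call from visual inspection of the well image, limit read from the data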;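 note: nuclear over cytoplasmic p65 intensity ratio measured by imaging; 0% = IL-1B stimulated DMSO wells and 100% = unstimulated DMSO wells; values of inactives mirror those of a sister screen read the other way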
MRP reversal cytotoxicity = further read-out of MRP reversal, marked with its call; viability, %; H69AR cells, CellTiter-Glo, 72 h; measured here: cytotoxicity without doxorubicin
MRP reversal with doxorubicin = also measured in MRP reversal; calls as there; viability, %; measured here: viability with 2 uM doxorubicin; hits give low values
IL1B NFkB inh cell count 2 µM = recorded beside IL1B NFkB inh, whose call it bears; cell count; measured here: cells passing quality filter;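 raw number of nuclei counted in each imaged well without normalization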
IL1B NFkB pot cell count 2 µM = recorded beside IL1B NFkB pot, whose call it bears; cell count; measured here: cells passing quality filter
Starred values were filed as active, the others as inactive; x = no result given. Only part of the results is shown (hit frequency here may not be typical).

Below each compound – PLAP inhibitors HTS	IL1B NFkB pot	IL1B NFkB pot cell count 2 µM	Bcl-B displacement	MRP reversal	MRP reversal cytotoxicity	MRP reversal with doxorubicin	IL1B NFkB inh	IL1B NFkB inh cell count 2 µM
O=C(O)CCSc1nc2ccccc2n1CCOc1ccccc1
→ -36%	x	x	3%	-1	93	94	x	x
CC12CC(NC(=O)N1c1cccc(C(=O)NCc3ccccc3)c1)c1ccccc1O2 (configuration not stated)
→ -2%	8	105	-1%	x	x	x	-8	105
CCc1nnc(NC(=O)CSc2nnc(C3CCCCC3)n2-c2ccccc2)s1
→ -45%	0	187	-6%	6	71	65	0	187
CCOC(=O)C1CCN(C(=O)COc2ccc(S(=O)(=O)NC(C)(C)C)cc2)CC1
→ -13%	-6	146	-1%	-8	94	102	6	146
CN(CC(=O)N1CCN(c2cccc(Cl)c2)CC1)S(=O)(=O)c1cccs1
→ -74%	x	x	-79%	5	87	83	x	x
O=C1CCCc2sccc2N1
→ -24%	7	144	-2%	6	103	97	-5	144
CC(C)(C)NCC(O)COc1ccccc1C(=O)CCc1ccccc1 (configuration not stated)
→ -22%	x	x	-15%	1	66	66	x	x
CS(=O)(=O)N(Cc1ccc(F)cc1)Cc1nc2ccccc2c(=O)[nH]1
→ 4%	1	147	-2%	-6	86	92	-1	147
COC(=O)c1ccc(/C=N/NC(=O)CC(=O)NC(C)C)cc1
→ 6%	-1	159	-8%	x	x	x	1	159
O=C(OCc1ccc(Cl)cc1)c1ccccc1C(=O)c1ccccc1
→ -7%	1	162	-6%	x	x	x	-1	162
O=C(O)c1cccc(CSc2nnc(COc3ccccc3)o2)c1
→ 4%	-7	123	-2%	20	96	76	7	123
O=[N+]([O-])c1ccccc1N/N=C/c1cc2ccccc2nc1Cl
→ 19%	6	188	-3%	x	x	x	-6	188
COc1cccc(N2CCN(Cc3nc4ccccc4c(=O)[nH]3)CC2)c1
→ -51%	-8	162	-1%	4	95	90	8	162
C=CCN=C(CC)C1=C(O)CCCC1=O
→ 17%	-2	200	20%	12	75	63	2	200
COCCn1c(=S)[nH]c2cc(C(=O)NCCCN3CCOCC3)ccc2c1=O
→ -5%	15	54	4%	6	87	81	-13	54

One compound at a time, from the list above. Values in the order: PLAP inhibitors HTS | IL1B NFkB pot | IL1B NFkB pot cell count 2 µM | Bcl-B displacement | MRP reversal | MRP reversal cytotoxicity | MRP reversal with doxorubicin | IL1B NFkB inh | IL1B NFkB inh cell count 2 µM
Listed for O=C1CCCc2sccc2N1 : -24% | 7 | 144 | -2% | 6 | 103 | 97 | -5 | 144
Listed for COc1cccc(N2CCN(Cc3nc4ccccc4c(=O)[nH]3)CC2)c1 : -51% | -8 | 162 | -1% | 4 | 95 | 90 | 8 | 162
Listed for C=CCN=C(CC)C1=C(O)CCCC1=O : 17% | -2 | 200 | 20% | 12 | 75 | 63 | 2 | 200
Listed for O=C(O)CCSc1nc2ccccc2n1CCOc1ccccc1 : -36% | x | x | 3% | -1 | 93 | 94 | x | x
Listed for CN(CC(=O)N1CCN(c2cccc(Cl)c2)CC1)S(=O)(=O)c1cccs1 : -74% | x | x | -79% | 5 | 87 | 83 | x | x

Additional records follow:
Below each compound – PLAP inhibitors HTS	IL1B NFkB pot	IL1B NFkB pot cell count 2 µM	Bcl-B displacement	MRP reversal	MRP reversal cytotoxicity	MRP reversal with doxorubicin	IL1B NFkB inh	IL1B NFkB inh cell count 2 µM
CCOC(=O)c1ccc(N2C(=O)C(O)=C(C(C)=O)C2c2ccccc2)cc1 (configuration not stated)
→ x	0	111	x	10	101	90	0	111
COCCn1cnc2cc(C)c(C)cc21
→ 13%	23	146	3%	x	x	x	-23	146
COC(=O)c1ccccc1NC(=O)C1CCCN(S(=O)(=O)c2ccc(OC)cc2)C1 (configuration not stated)
→ -37%	6	174	-6%	2	87	85	-6	174
O=c1ccccn1Cc1c(F)cccc1Cl
→ 16%	-3	40	2%	2	98	96	3	40
CCOC(=O)N1CCC(Nc2c(Nc3ccc(C)c(C)c3)c(=O)c2=O)CC1
→ -15%	-3	84	-18%	65*	97*	32*	3	84
Cc1nc2ncnn2c(C)c1CCC(=O)NCc1ccc2c(c1)OCO2
→ 2%	-7	135	-6%	-3	92	95	7	135
COc1ccccc1NC(=O)NCc1ccc2c(c1)OCO2
→ 13%	-5	141	0%	-4	86	91	5	141
Cc1cccc(NC(=O)/C(C#N)=C\c2cccnc2)c1
→ -4%	3	142	1%	x	x	x	-3	142
COC(=O)c1c(NC(=O)c2ccc(C)o2)sc2c1CCCCC2
→ -35%	-5	124	-3%	-9	76	85	5	124
COc1ccc2[nH]cc(C=O)c2c1
→ -4%	8	163	-6%	x	x	x	-8	163
N#Cc1c(C#N)c(-c2ccccc2)n(-c2ccc(C(=O)O)cc2)c1N
→ -1%	12	186	1%	-3	98	101	-12	186
CCc1ccc2nc3n[nH]c(N)c3cc2c1
→ 7%	-12	129	4%	x	x	x	12	129
CCOc1ccc(N2C(=O)C(Cl)=C(Nc3ccccc3O)C2=O)cc1
→ -62%	2	136	-32%	-7	53	60	-2	136
CCn1c(SCC(=O)NC(C)C)nnc1-c1cccs1
→ -2%	13	158	-14%	-10	84	94	-12	158
COc1ccc(NC(=O)c2cc(-c3ccc(C)o3)nc3ccccc23)cc1OC
→ -35%	10	135	36%	-14	35	49	-10	135
O=C(Cc1csc(N2CCOCC2)n1)N/N=C/c1ccc(Cl)cc1Cl
→ -59%	15	215	-4%	x	x	x	-15	215
CN1OC(COC(=O)c2ccc(Cl)cc2)CC1c1ccccc1 (configuration not stated)
→ -34%	-2	121	-1%	x	x	x	2	121
N#Cc1c(NC(=O)c2ccc(-c3ccccc3[N+](=O)[O-])o2)sc2c1CCCC2
→ -6%	-7	140	-4%	x	x	x	-13	134
COc1cccc(CNc2ccc(S(N)(=O)=O)cc2)c1OC
→ 25%	0	116	-9%	17	104	87	0	116
COc1ccc(Nc2ncnc3nc[nH]c23)cc1OC
→ -99%	x	x	6%	-7	74	81	x	x
Cc1ccccc1NC(=O)Cn1cccc1
→ 0%	-5	116	-10%	-7	91	98	5	116
O=C(O)c1cc(NCc2ccccc2)ccc1N1CCOCC1
→ -8%	-8	196	-8%	7	93	86	8	196
CCCCOC(=O)C1[C@H]2C(=O)N(c3ccccc3CC)C[C@]23C=C[C@H]1O3 (some centres not stated)
→ -35%	0	93	3%	1	78	78	0	93
COc1ccccc1NC(=S)NNC(=O)c1ccccc1
→ x	-2	145	x	-14	87	101	2	145
CN(Cc1ccccc1)C(=O)COc1cc(=O)n(C)c2ccccc12
→ 4%	23	202	-3%	11	96	85	-24	202
O=C(CN(Cc1ccccc1)S(=O)(=O)c1ccc(F)cc1)NCCC1=CCCCC1
→ 4%	12	115	0%	x	x	x	-12	115
Cc1cccc(N2CCN(S(=O)(=O)c3ccc4c(c3)CCC(=O)N4)CC2C)c1 (configuration not stated)
→ -7%	11	152	-6%	8	105	96	-11	152
CCc1cc(=O)oc2cc(OS(C)(=O)=O)ccc12
→ x	-2	111	x	x	x	x	2	111
Cn1c(C(=O)NCCN2CCOCC2)cc2c(=O)n(C)c3ccccc3c21
→ -39%	-7	162	-4%	-6	88	94	7	162
CN(Cc1c(F)cccc1Cl)c1nnnn1-c1ccccc1
→ 6%	1	104	0%	2	81	79	-1	104
COc1cccc2[nH]c3c(N4CCC(C)CC4)ncnc3c12
→ 6%	1	155	9%	-6	84	90	0	155
COc1cccc(C2=NOC(C(=O)Nc3cc(OC)c(OC)c(OC)c3)C2)c1 (configuration not stated)
→ 0%	17	175	-12%	11	87	76	-17	175
O=C(NC1CCCCC1)C1CCN(S(=O)(=O)c2cccs2)CC1
→ -9%	-7	97	6%	-14	84	98	7	97
O=C(Cc1cccc2ccccc12)NCC1CCCO1 (configuration not stated)
→ -22%	12	157	-16%	9	94	85	-12	157
CC1Oc2ccccc2OC1C(=O)Nc1ccccn1 (configuration not stated)
→ x	9	139	x	-2	63	64	-9	139
COc1ccccc1-c1noc(CCC(=O)Nc2cc(C(F)(F)F)ccc2Cl)n1
→ 26%	-2	134	7%	8	79	71	2	134
CC(=O)Nc1cccc(C(=O)Nc2ccccc2N2CCOCC2)c1
→ -17%	-7	124	-5%	x	x	x	7	124
CCCn1c(NC(=O)C2COc3ccccc3O2)nc2ccccc21 (configuration not stated)
→ -5%	3	109	-3%	-22	49	70	-3	109
Cc1cc(NC(=O)CS(=O)(=O)c2cn(C)c3ccccc23)no1
→ -4%	-19	45	3%	-11	79	90	19	45
O=C(CSc1nc2scc(-c3ccco3)c2c(=O)n1-c1ccccc1)NCC1CCCO1 (configuration not stated)
→ -42%	6	120	-1%	4	76	72	-6	120
CCOC(=O)C1CCCN(C(=S)Nc2cc(C)cc(C)c2)C1 (configuration not stated)
→ -46%	3	138	-16%	x	x	x	-3	138
C=CCSc1nc(O)c(CC)c(=O)n1C(C)CC (configuration not stated)
→ -19%	6	151	-12%	-10	84	94	-6	151
O=c1[nH]c(SCc2ccccc2Cl)nc2c1CCC2
→ 6%	9	175	-2%	-8	86	94	-9	175
Cc1cc(C)n(-c2nc(NCCCO)c3c4c(sc3n2)CCCC4)n1
→ -69%	-2	183	16%	2	5	3	2	183
CSc1oc(-c2ccccc2)nc1S(=O)(=O)c1ccc(F)cc1
→ 0%	-3	141	-2%	6	79	72	3	141
CCCOC(=O)c1c(NC(=O)/C=C/c2cnn(C)c2C)sc(C(=O)OC)c1C
→ -38%	0	170	2%	x	x	x	0	170
COc1ccc(C2(C(=O)N3CCOCC3)CCCC2)cc1
→ 0%	1	164	-4%	-39	49	88	-1	164
COc1cc(OC)c(NC(=O)CCc2nc(-c3ccc(C)cc3)no2)cc1Cl
→ -14%	17	134	-1%	5	81	76	-17	134
CNc1ncc(C(=O)c2ccc(Cl)cc2)s1
→ 21%	0	173	0%	x	x	x	0	173
CCN1c2ccccc2-c2nc3ccccc3n2C1c1ccco1 (configuration not stated)
→ 11%	-14	158	-15%	14	83	69	14	158
C=C(Br)Cn1c(CCC)nc2ccccc21
→ 20%	17	98	-10%	20	100	79	-17	98
COc1cccc(/C=N/Nc2nc(Nc3ccccc3)nc(-n3nc(C)cc3C)n2)c1O
→ -134%	15	156	-35%	x	x	x	-15	156
COc1cccc(-c2csc3nc[nH]c(=O)c23)c1
→ 18%	33	127	-1%	5	83	78	-33	127
COc1ccc(/C=N/NC(=O)c2ccc(Cn3cc([N+](=O)[O-])cn3)o2)cc1O
→ 12%	-16	178	-5%	x	x	x	16	178
CCn1c(=O)n(CC(=O)N(C)Cc2ccccc2)c(=O)c2ccccc21
→ -20%	4	112	-5%	8	79	71	-4	112
Cc1ccc(-c2n[nH]c(=S)n2Cc2ccccc2)cc1
→ -21%	1	46	5%	21	92	71	-1	46
N#CC1=C(N)OC2=C(C(=O)CCC2)C1Cc1ccccc1 (configuration not stated)
→ x	21	156	x	-1	98	100	-21	156
Cc1ccc(S(=O)(=O)NC(CC(C)C)C(=O)Nc2nccs2)cc1 (configuration not stated)
→ -121%	7	146	-32%	4	98	95	-7	146
Cc1cccnc1Nc1nc(-c2ccccn2)cs1
→ -11%	5	56	-10%	0	0	0	-5	56
Cc1cccc(N2CCN(C(=O)C3CCCCC3)CC2)c1C
→ -48%	8	141	-9%	10	103	93	-8	141

(next part)
Below each compound – PLAP inhibitors HTS	IL1B NFkB pot	IL1B NFkB pot cell count 2 µM	Bcl-B displacement	MRP reversal	MRP reversal cytotoxicity	MRP reversal with doxorubicin	IL1B NFkB inh	IL1B NFkB inh cell count 2 µM
COC(=O)CSc1ccc2nnc(-c3ccc(OC)c(OC)c3)n2n1
→ 2%	-26	39	-2%	x	x	x	26	39
O=C(CSc1nc(-c2ccc(F)cc2)cs1)NC(=O)NCc1ccco1
→ -18%	-9	129	-7%	10	94	85	8	129
COc1ccc(NC(=O)c2ccc(COc3ccccc3OC)o2)cc1OC
→ -4%	-6	140	-7%	4	71	67	6	140
CC(=O)Nc1c(NCC(C)C)c2ccccc2oc1=O
→ 15%	5	137	-6%	x	x	x	-6	137
Cc1cc(NC(=O)CCC(=O)N(CC(=O)NC2CCCC2)Cc2ccc(F)cc2)no1
→ -48%	0	133	-9%	25	107	82	0	133
C=CCn1c(-c2ccccc2)nc2nc3ccccc3nc21
→ 19%	15	162	-6%	-31	55	86	-15	162
